From PubChem BioAssay
aDG glyco up = increases alpha dystroglycan glycosylation; Pro5-aDG cells, alpha-DG glycosylation AlphaScreen (IIH6); 0% Pro5, 100% B10-LARGE cell signal; activation, % at 10 µM; 360,000 compounds, 0.22% hits;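 active means activation of at least 8% versus controls, or a plate z-score of at least 8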;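 further: Pro5 are CHO cells carrying HIG-tagged alpha-DG that lacks glycosylation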
N-glyco inh = blocks N-linked glycosylation in D54 reporter cells; D54 ERlucT glycosylation luciferase reporter, 24 h; percent of 100 nM tunicamycin response; reporter increase, % at 12.5 µM; 360,000 compounds, 0.23% hits; AID 588692;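 active means mean luciferase reporter signal, scaled so untreated is 0 and the glycosylation-blocking control 100, at or above a set limit in every replicate; inconclusive means mean reaches the limit but not every replicate does; inactive means mean below the limit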;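 further: luciferase carries N-glycosylation sites so blocking glycosylation raises the light; 0% = median of neutral control wells and 100% = median of 100 nM tunicamycin wells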
MC4R antagonist = blocks human MC4R cAMP signaling. P32245. MC4R-expressing cells, MTII-stimulated cAMP, LANCE TR-FRET. inhibition, % at 6.5 µM. 360,000 compounds, 0.48% hits. AID 540295;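 active means inhibition above its plate's cutoff, the mean of tested wells on that plate plus 3 SD, cut at about 29% in these data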;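 further: 0% = Melanotan II alone and 100% = Melanotan II plus saturating MCL0020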
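Material: U2OS-MC4R stable cell line | Reagent: Melanotan II challenge after compound preincubation | Doses: One concentration, 6.5 µM nominal | Incubation: 30-min compound preincubation, 1-h Melanotan II challenge, 1-h detection, room temperature | Signal: TR-FRET cAMP assay | Replicates: One well per compound, no replicates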
ABCB6 inh 2 = human ABCB6 transporter inhibition. fluorescence ratio to DMSO, % at 10 µM. K562-ABCB6 porphyrin accumulation, flow cytometry, 1 h; hits give low values. 360,000 compounds, 0.19% hits. AID 602162;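 active means fluorescence ratio to DMSO below 75%, the collection mean minus 3 SD; inconclusive means too few cells collected in the well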;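 further: signal is porphyrin accumulated inside mitochondria; 100% equals median channel fluorescence of DMSO control wells; lower ratio means ABCB6 inhibition with less porphyrin fluorescence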
Target sequence (Q9NP58 whole entry, looked up): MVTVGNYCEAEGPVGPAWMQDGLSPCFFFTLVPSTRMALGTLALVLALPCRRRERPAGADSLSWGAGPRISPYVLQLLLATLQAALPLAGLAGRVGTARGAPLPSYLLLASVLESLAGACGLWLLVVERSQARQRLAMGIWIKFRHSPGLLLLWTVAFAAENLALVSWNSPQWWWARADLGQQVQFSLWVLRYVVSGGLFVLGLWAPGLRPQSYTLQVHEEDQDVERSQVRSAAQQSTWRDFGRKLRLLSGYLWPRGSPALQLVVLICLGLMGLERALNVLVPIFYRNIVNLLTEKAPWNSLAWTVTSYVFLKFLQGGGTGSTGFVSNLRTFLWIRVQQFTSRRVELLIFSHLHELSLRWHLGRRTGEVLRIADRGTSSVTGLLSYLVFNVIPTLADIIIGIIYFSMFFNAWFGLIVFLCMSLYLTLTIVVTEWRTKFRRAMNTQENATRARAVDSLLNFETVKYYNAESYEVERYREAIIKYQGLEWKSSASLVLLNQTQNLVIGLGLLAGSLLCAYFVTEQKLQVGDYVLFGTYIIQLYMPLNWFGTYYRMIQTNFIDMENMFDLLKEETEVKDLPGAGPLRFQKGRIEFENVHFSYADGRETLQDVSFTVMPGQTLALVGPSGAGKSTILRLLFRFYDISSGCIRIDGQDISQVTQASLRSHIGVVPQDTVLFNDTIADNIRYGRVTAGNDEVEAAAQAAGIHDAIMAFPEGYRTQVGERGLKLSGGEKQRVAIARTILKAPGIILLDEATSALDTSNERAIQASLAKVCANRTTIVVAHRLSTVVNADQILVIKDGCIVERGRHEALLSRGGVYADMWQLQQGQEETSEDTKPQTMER
CaV13 FRET inh = Disruptors of the CACNA1D IQ motif to Ca2+-dependent inactivation inhibitor domain association, primary screening, Förster resonance energy transfer in intact living … | inhibition, % at 12.3 µM | HEK cells, CFP/YFP FRET ICDI-IQ, plate reader, 10 min; percent FRET-ratio fall versus neutral wells | 340,000 compounds, 0.098% hits | AID 743397;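 active means mean replicate inhibition of at least 30% and at least 1% of replicates passing that level; inconclusive means only one of the two criteria is met; inactive means neither criterion is met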;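 further: 0% = median of the neutral control wells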
PDI turbidity = inhibitors of human protein disulfide isomerase; inhibition, % at 10 µM; P07237; 350,000 compounds, 0.052% hits; PDI insulin aggregation turbidity, A650, 90 min;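 active means mean inhibition across replicates of 30% or more, whatever share of single replicates reach that level; inconclusive means mean inhibition below 30% while every single replicate reaches 30%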;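 further: absorbance from insulin aggregation driven by PDI reduction with DTT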
Cardio protect = myocardial damage modulation in H9c2 cells. H9c2 cardiomyocytes, H2O2 injury protection, ATPLite, 2 h. protection from H2O2 cell death, % at 20 µM. 360,000 compounds, 0.63% hits. AID 588492;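 active means compounds giving at least 50% protection of heart cells from peroxide-induced death in the single-dose screen, raw or plate-pattern-corrected value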;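 further: 0% = DMSO wells with peroxide and 100% = DMSO wells without peroxide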
Vif inh = inhibitors of HIV Vif; HEK293T cells, Vif self-association by quenched fluorescence, imaging, 24 h; inhibition, % at 7.49 µM; 340,000 compounds, 0.35% hits; AID 602346; in the data active means inhibition above about 50%, passing the limit was not always enough; inconclusive means no clear call, values can overlap the other calls; inactive means below about 31%; further: some results filed as inactive read as strong as hits
m5-HT2A agonist = mouse HTR2A agonism via beta-arrestin recruitment; P35363; CHO-K1 mHTR2A beta-arrestin complementation, luminescence; percent of 30 µM serotonin response; activation, % at 7.6 µM; 360,000 compounds, 0.66% hits;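 active means activation above a run cutoff, the mean activation of all tested compounds plus 3 SD, cut at about 14% in these data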;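 further: 0% = plate median of compound wells and 100% = 30 µM serotonin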
MC4R ag barr = activates human MC4R beta-arrestin recruitment; P32245; activation, % at 8.9 µM; 360,000 compounds, 0.98% hits; U2OS MC4R beta-arrestin complementation, luminescence; percent of melanotan II response, DMSO zero;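 active means activation above a per-plate cutoff, the mean activation of sample wells on that plate plus 3 SD, cut at about 8% in these data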
Active calls of the source: *; u = inconclusive; x = no result given.

Values in the order – PDI turbidity	m5-HT2A agonist	ABCB6 inh 2	MC4R ag barr	CaV13 FRET inh	N-glyco inh	Vif inh	MC4R antagonist	aDG glyco up	Cardio protect
Cc1cc(C)c2c(=O)n3c(nc2c1)C(CC(C)C)NC(=O)c1cc2ccccc2cc1-3 (stereo unspecified)
  -4	-2	101	1.3	-4	-7	1	-3	0.0	2
CCOC(=O)C1=C(C)NC(=O)C1CC(=O)O (stereo unspecified)
  -12	1	100	-1.2	-5	2	-2	-4	-0.1	0
O=C(CC(=O)NC1CCCCC1)N/N=C/c1ccccc1Cl
  8	4	102	0.5	-7	0	-4	8	0.5	-10
COc1ccccc1N(/N=C1\Sc2ccccc2C1=O)C(C)=O
  4	-3	130	0.3	-4	-20	-14	2	-0.2	-10
COc1cccc(N2CCN(S(=O)(=O)c3ccc(-c4coc(C)n4)cc3)CC2)c1
  -8	5	94	-3.3	-14	-1	-12	8	0.1	-11
COc1cc(S(=O)(=O)N2CCOCC2)ccc1NC(=O)COC(=O)C12CC3CC(CC(C3)C1)C2
  -6	-3	102	1.0	x	1	0	7	0.2	3
O=C(N/N=C/c1cccnc1)c1cccc(NC(=O)c2ccccc2Cl)c1
  -1	-8	90	-1.1	-4	0	7	-1	1.7	8
CCC(=O)N/N=C(\C)CC(=O)Nc1ccc(F)cc1
  -1	-1	98	-1.2	1	3	-2	19	-0.1	2
C=CCn1c(SCC(=O)Nc2c(C)n(C)n(-c3ccccc3)c2=O)nc2sc(C)c(-c3ccccc3)c2c1=O
  -2	-6	99	-2.4	-4	0	-6	12	0.4	0
CCCc1cc(C(=O)NNC(=S)NC2CCCCC2)cs1
  -2	-9	100	-1.9	-6	-1	-7	1	0.0	-7
CC1CN(C(=O)COC(=O)COc2ccc(C#N)cc2)CC(C)O1 (stereo unspecified)
  -8	0	100	-1.1	-2	1	-1	8	0.0	-1
Cn1c(SCC(=O)NC(=O)Nc2ccccc2)nnc1-c1ccncc1
  -9	2	104	-1.8	-19	2	5	-3	0.1	-6
Cc1cc(C)c(NC(=O)Cn2ncc3ccccc32)c(C)c1
  8	0	97	-2.4	-4	3	-1	-5	0.0	9
C[C@H](CO)N1C[C@H](C)[C@@H](CN(C)S(=O)(=O)c2cn(C)cn2)OCc2cnnn2CCCC1=O
  1	0	101	1.1	-7	1	x	16	-0.3	8
CCCCN1C(=O)CC(C(=O)O)C1c1ccc(OC)cc1 (stereo unspecified)
  3	6	100	1.8	-5	2	0	8	-0.4	0
O=C(CC[C@H]1O[C@@H](n2ccc(=O)[nH]c2=O)[C@H](O)[C@@H]1O)NCCN1CCOCC1
  x	-1	92	x	-2	1	-2	x	-0.4	6
CCOC(=O)c1cn(Cc2ccc(C)cc2)nn1
  12	1	97	-1.2	-6	0	6	8	-0.1	-4
CCn1ncc(Br)c1C(=O)NC(C)c1ccccc1 (stereo unspecified)
  -4	-1	108	-0.4	-4	x	x	6	-0.1	-16
COc1cc(/C=N/N2CCOCC2)ccc1OCc1ccc(Cl)cc1
  -1	4	100	-1.2	x	-5	2	8	0.1	-9
COc1ccc(OCC(=O)Nc2c3c(nn2-c2ccccc2)CS(=O)(=O)C3)cc1
  -9	9	97	-3.2	-6	1	7	0	0.3	7
Cc1ccccc1NC(=O)c1cccc2nc3ccccc3nc12
  1	-2	92	-2.7	-3	5	x	7	0.8	11
O=C1C2C(c3ccccc3)CC=CC2[C@H](c2cccc([N+](=O)[O-])c2)N1Cc1ccccc1 (stereo partly specified)
  6	-2	92	-0.9	-11	-4	-2	5	1.0	-2
CCOc1ccccc1NC(=O)NCc1ccco1
  -4	-1	99	-0.2	-9	0	0	11	0.0	8
Cc1c(C(=O)OC(C)C)[nH]c2c1C(=O)CCC2
  17	3	93	-1.8	x	-1	-2	0	0.0	-2
Cc1csc(NC(=O)CSc2nnc3ncccn23)n1
  -3	1	93	-2.5	-4	0	5	8	0.1	2
Cc1c(C(=O)NCC(c2ccco2)N(C)C)oc2c(Cl)cccc12 (stereo unspecified)
  -4	-3	95	-2.1	-13	-5	x	-6	0.5	8
Cc1ccc2c(c1)N(CC(=O)N1CCOCC1)C(=O)CO2
  -5	-2	87	0.6	-3	-1	-1	8	0.0	2
Cn1c(N)c(C(=O)CSc2ncn[nH]2)c(=O)n(C)c1=O
  -6	2	98	-1.4	-12	1	-2	18	-0.2	-2
COc1ccc(Nc2nnc(SCC3CCCCO3)s2)cc1 (stereo unspecified)
  1	-2	97	-1.9	-7	2	15	3	-0.3	-5
CCOc1ccccc1NC(=O)Nc1ccon1
  -1	1	91	-0.5	-4	1	-4	4	0.0	1

An excerpt from the list above, as a working copy:
Values in the order – PDI turbidity	m5-HT2A agonist	ABCB6 inh 2	MC4R ag barr	CaV13 FRET inh	N-glyco inh	Vif inh	MC4R antagonist	aDG glyco up	Cardio protect
Cc1ccccc1NC(=O)c1cccc2nc3ccccc3nc12
  1	-2	92	-2.7	-3	5	x	7	0.8	11
O=C1C2C(c3ccccc3)CC=CC2[C@H](c2cccc([N+](=O)[O-])c2)N1Cc1ccccc1 (stereo partly specified)
  6	-2	92	-0.9	-11	-4	-2	5	1.0	-2
CCOc1ccccc1NC(=O)NCc1ccco1
  -4	-1	99	-0.2	-9	0	0	11	0.0	8
Cc1c(C(=O)OC(C)C)[nH]c2c1C(=O)CCC2
  17	3	93	-1.8	x	-1	-2	0	0.0	-2
Cc1csc(NC(=O)CSc2nnc3ncccn23)n1
  -3	1	93	-2.5	-4	0	5	8	0.1	2
Cc1c(C(=O)NCC(c2ccco2)N(C)C)oc2c(Cl)cccc12 (stereo unspecified)
  -4	-3	95	-2.1	-13	-5	x	-6	0.5	8
Cc1ccc2c(c1)N(CC(=O)N1CCOCC1)C(=O)CO2
  -5	-2	87	0.6	-3	-1	-1	8	0.0	2
Cn1c(N)c(C(=O)CSc2ncn[nH]2)c(=O)n(C)c1=O
  -6	2	98	-1.4	-12	1	-2	18	-0.2	-2
COc1ccc(Nc2nnc(SCC3CCCCO3)s2)cc1 (stereo unspecified)
  1	-2	97	-1.9	-7	2	15	3	-0.3	-5
CCOc1ccccc1NC(=O)Nc1ccon1
  -1	1	91	-0.5	-4	1	-4	4	0.0	1

The results go on:
Values in the order – PDI turbidity	m5-HT2A agonist	ABCB6 inh 2	MC4R ag barr	CaV13 FRET inh	N-glyco inh	Vif inh	MC4R antagonist	aDG glyco up	Cardio protect
Cc1cc(C)cc(OC(=O)COc2ccccc2C)c1
  -4	-3	100	0.4	-19	0	1	4	0.0	-2
O=C(Nc1ccc(S(=O)(=O)Nc2cnc3ccccc3n2)cc1)c1ccc([N+](=O)[O-])cc1Cl
  6	-3	100	-1.7	-20	3	1	6	-0.1	2
C#CCOCCOCCOCCNc1nc(N2CCN(C(=O)Cn3cc(CCO)nn3)CC2)nc(N2CCN(C(=O)[C@H]([C@@H](C)CC)n3cc(CCCN=C(N)N)nn3)CC2)n1
  -4	-5	99	-0.7	-5	3	-1	4	-0.3	-1
COc1ccccc1CCN1CCCC(CN(C)C(=O)c2ccc3nc[nH]c3c2)C1 (stereo unspecified)
  5	-11	95	-3.6	-2	-1	-9	4	0.1	0
CCc1ccc(NC(=O)CSc2nnc(CNC(=O)c3ccco3)o2)cc1
  -6	3	97	-1.6	-4	3	-6	9	0.0	-3
CCN1CCN(C(=O)c2cc3c(s2)-c2c(C)cccc2OC3)CC1
  x	-5	98	-0.8	x	-4	1	10	-0.1	10
O=C(CN1CCN(S(=O)(=O)c2ccc3ccccc3c2)CC1)Nc1ccc(N2CCOCC2)cc1
  12	-3	98	-1.6	-5	0	1	-2	-0.4	0
O=C(COc1ccccc1F)NNC(=O)c1ccc2c(=O)n3c(nc2c1)CCC3
  -2	5	98	-3.5	-2	3	-3	13	0.2	6
Cc1n[nH]c(=O)c2c(NC(=O)CSc3nnc(-c4ccco4)n3C)oc(C)c12
  -3	-2	101	-0.7	-5	2	40	12	-0.1	-3
CC(C)c1ccc(S(=O)(=O)Nc2ccc(N3CCOCC3)cc2)cc1
  -12	7	87	-0.1	-7	-2	8	10	0.0	-6
COc1ccc(NC(=O)CSc2n[nH]c(C)c2[N+](=O)[O-])cc1
  -4	-1	92	0.4	-14	1	3	1	-0.1	1
Cn1cc(C(=O)c2ccc(Cl)cc2)cc1-c1nc2ccccc2n1C
  -4	1	100	-3.2	0	-2	-20	4	3.4	-18
O=C(NC1CCN(C(=O)Nc2cccc(Cl)c2)CC1)c1ccccc1
  -2	3	108	0.1	-4	3	3	7	0.1	4
CCOc1ccc(NC(=O)CSc2nc3ccccc3nc2N2CC(C)OC(C)C2)cc1 (stereo unspecified)
  x	2	96	-0.2	-7	-1	u	9	0.0	-5
CC(=O)N1CCN(c2ccccc2NC(=O)COc2cc(C)cc(C)c2)CC1
  7	-2	109	1.4	-4	3	8	13	0.0	8
Cc1cc(C)n(-c2nc3ccccc3n3nnnc23)n1
  3	0	94	0.4	-5	0	14	5	0.0	0
COc1ccccc1/C=C/C(=O)OC(C)CN1CCCCC1 (stereo unspecified)
  7	-6	93	0.1	-10	0	u	-1	0.2	5
CCOC1=C2CN(S(=O)(=O)c3ccc(C)cc3)[C@H](c3ccccc3)C[C@H]2[C@H]2C(=O)N(c3ccccc3)C(=O)[C@H]2C1
  x	-3	96	x	-6	-4	28	x	-0.2	-1
Cc1ccc(S(=O)(=O)N2[C@@H](c3cccc(Cl)c3)C(C(=O)OC(C)(C)C)=CC[C@H]2c2ccc(C(C)C)cc2)cc1
  x	0	99	x	-6	-7	7	x	0.0	-4
COc1cc(NC(=O)c2ccc3c(c2)C(=O)N(CCC(C)C)C3=O)c(C(=O)O)cc1OC
  -1	0	93	-0.2	-4	1	-3	7	0.0	11
CC(C)N1CC2=C(OC(N)=C(C#N)C2c2cccnc2)/C(=C/c2cccnc2)C1 (stereo unspecified)
  -9	5	98	-3.0	-6	3	x	-3	-0.1	10
